Compound activity deposited in PubChem by National Center for Advancing Translational Sciences (NCATS).
TRHR ag = agonists of human TRH receptor; TRHR cells, calcium flux fluo-8, FDSS agonist mode; AID 493084; activation, % at 2 µM; P34981; 0.18% of 360,000 active; in the data active = activation above about 30%; note: 0% is about no effect
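Fluo-8-loaded TRHR cells; 10 s baseline, compound added, kinetic Ca2+ fluorescence read 1/s, agonist mode.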
TrxR1 substrate = is turned over as a substrate by rat TrxR1 | O89049 | purified TrxR1 substrate turnover, NADPH consumption readout | Potency, µM (titrated, usually from 114 µM), for inactives: at the top dose activity change, negative = substrate turnover | 0.01% of 390,000 active | AID 588456; note: potency is the fitted concentration of half-maximal effect; % is set by controls: 0 for no effect and ±100 for the full control effect; nearly all actives have a fitted effect of over 50% in size
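Rat TrxR1, dispensed at 90 nM, was prereduced with 400 uM NADPH (final) for 5 min at ~22 deg C, then incubated with compound 15 min before 400 uM selenite. A first-read NADPH fluorescence drop versus no-compound background flagged substrates.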
D2 antagonist = D2 dopamine receptor (human) antagonism | P14416 | HEK293 TREx D2 cells, calcium flux, dopamine EC80 | inhibition, % at 10 µM | 2% of 340,000 active | AID 485344; in the data active = inhibition above about 30%; note: 0% is about no effect
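Overnight-induced (tetracycline, 30 C) HEK293 T-REx cells carrying force-coupled D2 receive a no-wash calcium dye, then compound, then EC80 dopamine at 180 s; signals are read kinetically throughout.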
USP1 inh = blocks the human USP1/UAF1 deubiquitinase complex; O94782; recombinant USP1/UAF1, Ub-Rhodamine cleavage fluorescence; Potency, µM (top dose mostly 57.1 µM), for inactives: at the top dose activity change, negative = inhibition, actives largely listed as inhibitors; 0.23% of 390,000 active; note: potency is the fitted concentration of half-maximal effect; % is set by controls: 0 for no effect and ±100 for the full control effect; nearly all actives have a fitted effect of over 60% in size; inactives centre near -12
Target sequence (O94782 whole entry, looked up): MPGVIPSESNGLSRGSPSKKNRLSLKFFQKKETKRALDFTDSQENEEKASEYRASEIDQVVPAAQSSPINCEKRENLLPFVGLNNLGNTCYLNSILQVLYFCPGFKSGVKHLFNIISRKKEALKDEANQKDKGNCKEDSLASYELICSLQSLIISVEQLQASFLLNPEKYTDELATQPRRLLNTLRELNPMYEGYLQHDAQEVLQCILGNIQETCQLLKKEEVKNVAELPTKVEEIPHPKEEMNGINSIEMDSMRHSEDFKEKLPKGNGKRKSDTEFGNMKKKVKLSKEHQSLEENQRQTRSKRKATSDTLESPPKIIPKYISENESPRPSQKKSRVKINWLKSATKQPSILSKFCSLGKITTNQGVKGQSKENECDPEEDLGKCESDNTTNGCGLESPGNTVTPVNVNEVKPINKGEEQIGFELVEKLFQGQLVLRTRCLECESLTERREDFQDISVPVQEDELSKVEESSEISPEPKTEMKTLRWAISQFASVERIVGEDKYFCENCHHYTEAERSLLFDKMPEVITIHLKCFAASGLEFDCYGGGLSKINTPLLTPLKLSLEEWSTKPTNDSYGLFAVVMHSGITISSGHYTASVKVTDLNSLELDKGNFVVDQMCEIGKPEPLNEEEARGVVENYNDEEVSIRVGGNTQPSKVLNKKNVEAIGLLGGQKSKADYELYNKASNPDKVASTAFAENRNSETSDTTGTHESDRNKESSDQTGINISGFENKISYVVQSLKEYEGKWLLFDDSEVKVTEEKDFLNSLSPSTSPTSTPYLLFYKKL
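USP1/UAF1 complex (1 nM) preincubated 15 min at room temperature with compound, then Ub-Rho substrate (150 nM final) added. Kinetic fluorescence at 480/540 nm over 6 reads at 60 s intervals; 50 mM HEPES pH 7.8, 0.5 mM EDTA, 0.1 mg/ml BSA, 1 mM TCEP, 0.01% Tween-20.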
TRHR enhancer = allosteric enhancers of human TRH receptor; P34981; TRHR cells, fluo-8 calcium fluorescence, EC20 TRH enhancement; enhancement, % at 2 µM; 0.66% of 360,000 active; in the data active = enhancement above about 30%; note: 0% is about no effect
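Enhancer read-out: after compound pinning and an initial kinetic agonist-mode read, an EC20 of TRH (10 nM final) was injected and fluo-8 calcium signal (Ex 480/Em 530) followed at 1 s/cycle for 100 cycles in TRHR-expressing cells.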
Pin1 inhibitor = inhibitors of human Pin1 | Potency, µM (top dose mostly 115 µM), inactives show at the top dose activity, negative = inhibition, most hits filed as inhibitors | Pin1 FP peptide displacement, HiFluor488, 10 min | Q13526 | 0.009% of 390,000 active; active = well fitted inhibition curve with a large enough effect in the polarisation, with a control signal flat, not every such curve was filed as active; inconclusive = small, poorly fitted or top-dose-only effect, or effect the other way, or a change in a side signal; inactive = no such curve, though single readings can be large or run the other way; the % refers to the polarisation; note: potency is the fitted concentration of half-maximal effect; % is set by controls: 0 for no effect and ±100 for the full control effect
Target sequence (Q13526 whole entry, looked up): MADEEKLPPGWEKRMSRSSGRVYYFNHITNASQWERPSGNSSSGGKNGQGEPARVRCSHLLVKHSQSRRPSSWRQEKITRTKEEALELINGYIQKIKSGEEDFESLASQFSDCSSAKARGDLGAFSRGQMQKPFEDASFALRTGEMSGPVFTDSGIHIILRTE
mIDH1 inhibitor = blocks human mutant IDH1 R132H enzyme. O75874. IDH1-R132H enzyme, NADPH consumption, diaphorase/resazurin fluorescence. Potency, µM (doses to about 76.6 µM), without a hit: at the top dose activity change, negative = inhibition, hits mostly inhibitors. 0.093% of 390,000 active. AID 602179; note: potency is the fitted concentration of half-maximal effect; % is set by controls: 0 for no effect and ±100 for the full control effect; nearly all actives have a fitted effect of over 65% in size
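IDH1-R132H (0.5 ug/mL dispensed) in pH 7.5 Tris buffer was preincubated 30 min with compound, then given a substrate mix of 0.016 mM NADPH and 2 mM alpha-KG for 80 min at room temperature; remaining NADPH was read by diaphorase/resazurin fluorescence.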
TrxR1 inh = rat TrxR1 inhibition | O89049 | recombinant rTrxR1, NADPH fluorescence consumption, selenite substrate | Potency, µM (top dose mostly 114 µM), for inactives: at the highest dose activity change, negative = inhibition, most hits filed as inhibitors | 1% of 390,000 active; note: potency is the fitted concentration of half-maximal effect; % is set by controls: 0 for no effect and ±100 for the full control effect; nearly all actives have a fitted effect of over 65% in size
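Rat TrxR1 (90 nM in the dispensed reagent) was pre-reduced with 400 uM NADPH for 5 min at room temperature, then incubated with compound for 15 min. After 400 uM selenite was added, NADPH fluorescence (Ex 340/Em 450 nm) was followed for 8 min.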
D2 agonist = activates the human D2 dopamine receptor | HEK293 T-REx D2 cells, calcium flux agonist mode | activation, % at 2 µM | 0.53% of 340,000 active;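 active = activation over 3 SD above normal in the single-dose calcium agonist read, cut at about 30% in these data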; note: 0% is about no effect
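Tetracycline-induced HEK293 T-REx cells with force-coupled D2 receptor, plated overnight at 30 C, loaded with no-wash calcium dye. After a 10 s baseline, compound was pin-added and calcium flux read kinetically for 180 s; calcium rises flagged agonists.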
* = called active by the depositor; u = inconclusive; x = not tested or not shown; [ ] = another dose, or the depositor's remark. Unless noted, calls come from the whole dose curve; as a rule, active = well fitted inhibition curve with a large enough effect; inconclusive = small, poorly fitted or top-dose-only effect; inactive = no such curve, though single readings can be large or run the other way. The list is partial; the hit share may differ from the screen's.

SMILES	TRHR ag	TrxR1 substrate	D2 antagonist	USP1 inh	TRHR enhancer	Pin1 inhibitor	mIDH1 inhibitor	TrxR1 inh	D2 agonist
CCCCCOc1ccc(C(=O)Nc2ccc(N3CCOCC3)cc2N2CCOCC2)cc1	-0.2	3.9%	-12.4	-22.6%	-0.3	2.4%	11.7%	16.1%	0.4
Cc1cc(C)c2oc(C(=O)Nc3c(C)n(C)n(-c4ccccc4)c3=O)cc(=O)c2c1	0.4	11.5%	x	-7.8%	1.3	1.6%	-3.7%	24.2%	0.4
COc1ccc2c(c1OC)C(=O)OC2Nc1nc(-c2cc3cc(Br)ccc3oc2=O)cs1 (centres undefined)	-0.7	-3.1%	11.5	-5.3%	0.7	73.5%[activator]	-1.5%	-15.3%	0.7
O=C(CN1C(=O)COc2ccc(Cl)cc21)Nc1ccc2c(c1)OCCO2	1.9	3.6%[57.1 µM]	-16.3	-5.0%	-12.3	2.2%	1.7%	-3.3%[57.1 µM]	0.2
Cn1c(=O)[nH]c(=O)c2cc(C(=O)c3cc(F)ccc3O)cnc21	0.8	-5.1%	-4.9	-8.2%	1.3	22.8%	3.8%	-11.3%	0.9
COc1cc(C(=O)NNC2=NC(C)(C)Cc3cc(C)c(C)cc32)cc(OC)c1OC	-1.1	-14.3%	11.7	-23.7%	-8.5	-2.8%	1.5%	-25.2%	-0.8
O=C(NCc1ccncc1)C12CC3CC(CC(Cl)(C3)C1)C2	0.1	1.1%[57.1 µM]	-15.5	-5.6%	-0.7	2.3%	3.3%	21.0%[57.1 µM]	0.3
CCCNC(=O)OC[C@H]1O[C@H](CCO/N=C/c2ccc(C(=O)N3[C@H](c4ccc(C)cc4)[C@@H](C)CC[C@H]3C(=O)OC)cc2)C=C[C@@H]1Oc1ccc(OC)cc1	1.4	x	24.9	x	-2.6	x	x	x	1.4
CSc1ccccc1C(=O)Nc1ncc(C)s1	0.3	0.5%	15.8	-12.0%	-3.7	-10.5%	1.3%	4.8%	-0.8
Nc1nc(SCC(=O)NCc2ccc(F)cc2)[nH]c(=O)c1NC(=O)c1ccc(Cl)cc1	-1.0	-5.6%	-11.1	-15.7%	2.6	-0.5%	0.2%	-2.5%	1.0
Cc1ccc(C)n1-c1sc2c(c1C#N)CCC(C)C2 (centres undefined)	-0.4	0.2%	7.7	-17.7%	-0.3	u	1.9%	3.5%	0.8
O=C(N=C1SC2CS(=O)(=O)CC2N1c1ccc(F)c(Cl)c1)C1CC1 (centres undefined)	-0.6	-16.8%	-15.5	3.0%	11.0	-2.5%	5.9%	-26.6%	0.0
CCOC(=O)c1cc(S(=O)(=O)NCc2ccco2)cn1C	-0.8	-0.9%	x	1.8%	-0.8	1.4%	0.2%	7.2%	x
COc1ccc(NS(=O)(=O)c2cccc(C(=O)N3CCN(c4ccccc4O)CC3)c2)cc1	-0.2	0.5%	-16.3	-16.2%	0.1	-2.5%	2.9%	7.0%	1.5
c1ccc2[nH]c(Cn3nnc4ccccc43)nc2c1	0.0	1.9%	23.1	8.0%	3.3	-8.2%	-6.0%	25.1%	-0.4
O=C(N/N=C/c1cc([N+](=O)[O-])ccc1O)c1cccc(NC(=O)c2cccc(Cl)c2)c1	-0.8	-5.7%[57.1 µM]	-20.2	-10.8%	10.7	u	-3.9%	-2.5%[57.1 µM]	0.0
Cc1c(NC(=O)C(C)OC(=O)C(NC(=O)c2ccco2)C(C)C)c(=O)n(-c2ccccc2)n1C (centres undefined)	0.0	9.3%	-4.5	-14.2%	-3.6	-2.7%	0.0%	15.6%	-2.2
Cc1ccc(NC(=O)NNC(=O)c2cc3ccccc3cc2O)cc1C	2.1	6.0%	-11.3	-24.7%	-2.1	39.7%[activator]	11.9%	33.0%	1.5
Cc1cc2cc(C)c3nnc(SCC(=O)N4CCN(C(=O)c5ccco5)CC4)n3c2cc1C	x	4.9%	x	-3.6%	x	5.6%	2.8%	7.9%	x
CCOc1ccc(CCNC(=O)CN2C(=O)NC3(CCc4ccccc43)C2=O)cc1OCC (centres undefined)	0.5	0.9%	1.5	-14.2%	0.9	-2.1%	6.1%	16.9%	-0.1
O=C1NC(=O)C2(CCCCCC2)N1	x	1.2%	x	-5.9%	x	-5.1%	2.2%	6.5%	x
CCn1ncc(/C=N/NC(=O)c2cc(Cl)ccc2OC)c1C	0.4	-9.9%	9.5	-1.2%	-4.0	-1.5%	4.8%	-8.3%	0.4
Cc1sc2nc(CN(Cc3cccs3)C(=O)C3CC3)[nH]c(=O)c2c1C	-0.4	-1.6%[57.1 µM]	-18.9	4.1%	-11.5	5.5%	-0.1%	5.5%[2.29 µM]	-0.7
COc1cc(Cl)c(NS(=O)(=O)c2cc(-c3cc(C)no3)ccc2OC)c(OC)c1	1.0	-13.9%[57.1 µM]	x	-5.9%	-2.1	3.8%	-9.9%	-16.3%[57.1 µM]	1.3
Cc1cccc2c1NC(=O)C2(O)N1CCCC(C)C1 (centres undefined)	0.1	7.4%[57.1 µM]	-15.2	-7.5%	7.4	4.9%	2.7%	5.5%[57.1 µM]	1.4
COc1ccc(-c2coc3cc(O)cc(O)c3c2=O)cc1	-0.4	-4.6%	-24.5	12.8%	21.9	3.9%	0.4%	8.9%	0.9
CN1CCN(CCCNC(=O)Cn2c(-c3cccs3)cc3cc(Cl)ccc32)CC1	2.0	51.0%[activator]	x	-18.3%	-8.9	2.2%	-13.4%	18.8%	1.3
COc1ccc2c(c1)OC[C@H]1[C@H]2N2C(=O)CN(Cc3ccc(F)cc3)C(=O)[C@@]2(C)[C@H]1c1ccccc1	0.8	-0.3%[57.1 µM]	-7.9	-32.6%	1.7	34.6%[activator]	-6.2%	8.0%[57.1 µM]	0.6
O=C(NC(=S)NCCC1=CCCCC1)c1cncc(Br)c1	-0.2	-6.9%	-3.6	-26.7%	-1.6	0.0%	4.4%	-10.2%	0.5
CCC(=O)N1CCc2cc(Br)cc(S(=O)(=O)NCc3ccc(Cl)cc3)c21	0.0	-5.8%	x	-12.9%	1.9	-0.1%	-10.3%	6.7%	x
CCOC(=O)C1(CCc2ccccc2)CCN(C(=O)CCn2cncn2)CC1	-0.1	-1.5%	-1.2	-9.0%	-2.3	1.7%	-7.7%	-5.4%	0.6
Cc1cccnc1NC(=O)c1cc2ccccc2oc1=O	-0.3	0.9%[57.1 µM]	13.2	-4.3%	-0.6	-18.0%	5.7%	14.7%[57.1 µM]	-0.3
Cc1ccc(-n2nnc(-c3nccs3)n2)cc1	-0.7	-0.6%	-11.9	-24.1%	-4.3	-1.7%	9.1%	4.4%	-0.1
CN(C)CCNc1ncnc2oc(-c3ccccc3)c(-c3ccccc3)c12	0.2	30.1%	-2.9	-7.3%	-5.9	0.6%	13.6%	34.2%[activator]	0.3
COc1ccccc1CNC(=O)CN(c1cccc([N+](=O)[O-])c1)S(C)(=O)=O	-1.2	-1.7%[57.1 µM]	1.3	-17.3%	-3.5	6.2%	12.9%	2.5%[57.1 µM]	1.0
Cc1cc(OCCOCCN(C)C)ccc1Cl	0.5	-5.1%	-0.3	-6.5%	0.9	-1.8%	-1.5%	-5.2%	0.9
COc1ccc2c(C)nc(Nc3nc(-c4ccccc4)cc(=O)[nH]3)nc2c1	-3.6	2.6%[0.457 µM]	-14.4	-2.1%	10.1	36.0%[activator]	5.5%	4.7%	-1.9
CSc1cccc(CN2CCCC(CNC(=O)c3ccco3)C2)c1 (centres undefined)	-0.3	4.8%	x	-17.9%	-0.4	-0.7%	2.2%	5.6%	x
COc1cccc(CNC(=O)c2ccc(S(=O)(=O)N3CCOCC3)cc2)c1	0.0	-2.5%	9.8	-18.1%	-3.8	-0.9%	5.0%	-2.1%	-0.1
COC(=O)Nc1cc(C)n(-c2ccccc2)n1	-0.6	-18.0%[57.1 µM]	-6.4	-17.0%	2.5	2.2%	1.1%	21.7%[57.1 µM]	1.5
CN(C)c1ccc(/C=N/N(CCO)C2=NS(=O)(=O)c3ccccc32)cc1	3.6	4.3%[2.29 µM]	-7.1	7.9%	7.0	u	9.6%	2.0%[57.1 µM]	5.9
O=C(CN1CCN(S(=O)(=O)N2CCCCC2)CC1)Nc1ccc(Br)cc1	-0.2	3.7%	-10.8	-10.7%	-0.5	-0.1%	2.7%	1.0%	-0.2
Cc1c(Nc2cc(N3CCOCC3)c3nonc3c2[N+](=O)[O-])c(=O)n(-c2ccccc2)n1C	-0.4	x	-4.9	x	-4.3	x	x	x	1.4
CC(C)CCN(C(=O)c1csnn1)C(C(=O)NC1CCCC1)c1ccc(F)cc1 (centres undefined)	-0.2	-7.0%	3.0	1.8%	-12.4	6.7%	-12.9%	8.5%[57.1 µM]	-0.6
CCOC(=O)c1ccc(NC(=S)N2CCCC(C(=O)N3CCCC3)C2)cc1 (centres undefined)	0.0	-1.8%	2.4	-19.5%	2.9	-1.5%	1.1%	3.7%	0.8
Cn1nc(NC(=O)C(F)(F)F)c2ncc(-c3ccc(Cl)cc3)nc21	0.8	-3.5%[57.1 µM]	-11.7	2.4%	2.5	2.5%	-15.3%	-10.2%	1.9
COc1ccc(NC2CCCN(C(=O)COc3ccc(C)cc3)C2)cc1 (centres undefined)	-1.3	1.9%	-17.6	-15.4%	-2.3	-1.2%	6.7%	5.2%	-0.8

3 entries from above, ordered by their value in TrxR1 substrate, highest first.
| SMILES | TRHR ag | TrxR1 substrate | D2 antagonist | USP1 inh | TRHR enhancer | Pin1 inhibitor | mIDH1 inhibitor | TrxR1 inh |
| --- | --- | --- | --- | --- | --- | --- | --- | --- |
| O=C(CN1CCN(S(=O)(=O)N2CCCCC2)CC1)Nc1ccc(Br)cc1 | -0.2 | 3.7% | -10.8 | -10.7% | -0.5 | -0.1% | 2.7% | 1.0% |
| COc1ccc(NC2CCCN(C(=O)COc3ccc(C)cc3)C2)cc1 (centres undefined) | -1.3 | 1.9% | -17.6 | -15.4% | -2.3 | -1.2% | 6.7% | 5.2% |
| CC(C)CCN(C(=O)c1csnn1)C(C(=O)NC1CCCC1)c1ccc(F)cc1 (centres undefined) | -0.2 | -7.0% | 3.0 | 1.8% | -12.4 | 6.7% | -12.9% | 8.5%[57.1 µM] |
